# Myeloid diff 2 = myeloid differentiation induction; ER-HoxA9 myeloid progenitors, lysozyme-GFP differentiation, flow cytometry; calls only at 10 µM; hit rate 1% among 360,000; AID 624256;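 active = normalized GFP-positive differentiation at or above the plate's own cutoff, the solvent-only control mean plus 3 SD; inconclusive = no clear call, values can overlap the other calls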;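 note: cells exposed to compound for four days before flow analysis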
# Myeloid diff 2 GFP+ MAC1+ % = recorded beside Myeloid diff 2, whose call it bears; GFP+ MAC1+ double positive, %; measured here: differentiation confirmed by MAC1 staining
# Numbers without * were called inactive; i = inactive; ? = inconclusive; nt = no result given; + = active, no number; & = joins results of further samples. Not all compounds are listed, so the mix of outcomes need not match the whole.
# Each structure is followed by: Myeloid diff 2 | Myeloid diff 2 GFP+ MAC1+ %
COc1ccc(CCN2CC(C(=O)OCC(=O)N(C)CC(=O)Nc3ccccc3Cl)CC2=O)cc1OC (stereo not given)
→ i | 0.4
CC(=O)C1=CCC(c2ccco2)N(S(=O)(=O)c2ccc(C)cc2)C1 (stereo not given)
→ i | 0.6
COc1cc(OC)cc(-c2c(Sc3ccccc3)c3cc(-c4cnc(N5CCOCC5)nc4)ccc3n2C)c1
→ i | 0.8
COc1ccc(OC)c(NC(=O)Nc2ccc3[nH]ccc3c2)c1
→ i | 0.4
CCC1(O)CCCC2C3CCC4CC(=O)CCC4(C)C3C(=O)CC21C (stereo not given)
→ i | 0.7
CNC(=O)C[C@H]1C(=O)N(Cc2ccccc2)C[C@@H]1CSC
→ i | 0.6
O=C(Nc1ccc(S(=O)(=O)Nc2ncccn2)cc1)C1CC(=O)N(c2ccccc2)C1 (stereo not given)
→ i | 0.4
CCCCCC(=O)N1C[C@@H](n2cc(COC(=O)c3ccccc3)nn2)[C@H](O)C[C@@H]1c1ccccc1
→ i | 0.6
CC(C)C[C@H]1COc2cc(N3CCSCC3)ccc2S(=O)(=O)N1
→ i | 1.1
COC(=O)c1c(NC(=O)c2ccc(S(=O)(=O)N3CC(C)OC(C)C3)cc2)sc2c1CCN(C)C2 (stereo not given)
→ i | 0.8
Nc1cc(=O)[nH]c(SCC(=O)Nc2ccc(N3CCCCC3)cc2)n1
→ i | 1.7
CC1(C(=O)NC2CCCC2)CCC(=O)N1CCc1c[nH]c2ccccc12 (stereo not given)
→ i | 1.0
Cc1cccc(NC(=O)COC(=O)c2nn(-c3ccccc3C(F)(F)F)cc2O)c1C
→ i | 0.7
Cc1cc(CNCCN(C)C)c(C)n1-c1cc(S(=O)(=O)N2CCOCC2)ccc1N1CCCC1
→ i | 0.0
CC(=O)C1=CCC(c2ccccc2)N(S(=O)(=O)c2ccccc2)C1 (stereo not given)
→ i | 0.4&1.0
c1cnc2c(-c3cccc4nccn34)cccc2c1
→ i | 0.4
CN1OC[C@@H]2CN(C(=O)NC3CCCCC3)[C@H](c3ccc(N4CCCCC4)cc3)C[C@@H]21
→ i | 0.3
CCCCCCCCN1C(=O)[C@H](CC(=O)NCCC(C)C)C[C@@]2(C(=O)OCC)CCC=C12
→ i | 1.9
COc1ccc(C(C)(NC(C)=O)c2nc(-c3cccc(C#N)c3)cs2)cc1 (stereo not given)
→ i | 1.0
CC1(c2ccc3c(c2)OCCCO3)NC(=O)N(CC(=O)NCCc2ccc(F)cc2)C1=O (stereo not given)
→ i | 1.6
CC(C)(C)NC(=O)C(c1ccc(-c2ccccc2)cc1)n1c(=O)c(-c2cc3ccccc3[nH]2)nc2ccccc21 (stereo not given)
→ i | 3.5
O=c1ccn([C@@H]2O[C@H](CNCc3ccccc3OCc3ccc(Cl)cc3Cl)[C@@H](O)[C@H]2O)c(=O)[nH]1
→ i | 2.2
O=C(/C=C/c1ccco1)c1cccc([N+](=O)[O-])c1
→ i | 1.0
Cn1ccc2c(N3CCC3)cc3c(c21)C1CCC3O1 (stereo not given)
→ i | 0.3
OC(c1ccccc1)(c1ccccc1)C1CCN(CCCOc2cccc(OC(F)(F)F)c2)CC1
→ i | 0.7
COCC(=O)N[C@@H]1c2cc(OC)c(OC)cc2C[C@H]1OCc1ccccc1
→ i | 1.7
COc1ccc([C@H]2CN(Cc3ccccc3)C(=O)[C@@H]2CC(=O)Nc2ccccc2)cc1
→ i | 0.6
CC1(C)C[C@H]2C3=CCC4[C@@]5(C)CC[C@H](O)[C@](C)(CO)C5CC[C@@]4(C)[C@]3(C)CC[C@@]2(C)[C@H](O)[C@@H]1O (stereo not given in full)
→ i | 2.6
C[C@@H]1CN([C@H](C)CO)C(=O)CCCn2nncc2CO[C@H]1CN(C)Cc1ccc(Oc2ccccc2)cc1
→ i | 0.3
COc1ccc(-c2ccc3c(c2)O[C@@H](CN(C)C(=O)c2ccccc2F)[C@@H](C)CN([C@@H](C)CO)S3(=O)=O)cc1
→ i | 1.8
CCOC(=O)CC1(CCc2ccccc2)Oc2ccccc2N1S(=O)(=O)c1ccc(C)cc1 (stereo not given)
→ i | 1.5
O=c1[nH]cnc2c1ncn2C1OC(CO)C(O)C1O (stereo not given)
→ i | 1.3
O=C(NCC1CCCO1)c1ccc2[nH]c3c(c2c1)CCCC3 (stereo not given)
→ i | 0.5
COc1cc(C#Cc2c(-c3cncn3C)n(C)c3ccc(-c4cnc(N5CCOCC5)nc4)cc23)cc(OC)c1
→ ? | nt
Cc1cc(N2CCOCC2)nc2ccc(NC(=O)C3CCCCC3)cc12
→ i | 0.1
O=C(OCC(=O)C12CC3CC(CC(C3)C1)C2)c1ccc(O)cc1
→ i | 0.9
CCCCC1(C)NC(=O)N(CC(=O)Nc2ccc(Cl)cc2C)C1=O (stereo not given)
→ i | 0.9
CCOC(=O)C1=CCC(c2ccc(CC)cc2)N(S(=O)(=O)c2ccc(C)cc2)C1 (stereo not given)
→ i | 1.4
CCCCN(C)C(=O)c1sc(=O)n(CC(=O)c2ccccc2OC)c1C
→ i | 5.4
CC(=O)NC(c1ccccc1)c1nc(-c2cccc(F)c2)cs1 (stereo not given)
→ i | 0.9
COc1ccc(S(=O)(=O)N(C)C)cc1NC(=O)COC(=O)C1CC1
→ i | 0.7
C[C@@H]1CNC(=O)c2c(C(=O)NCc3ccc(CNC(=O)OC(C)(C)C)cc3)ncn21
→ i | 0.3
COc1ccc(Br)c(C(=O)OCC(=O)NC2CCCCCCC2)c1
→ i | 1.1
CN(Cc1ccccc1)C(=O)c1ncn2c1c(=O)[nH]c1cccnc12
→ i | 0.7
O=C(NCCN1CCC(n2c(=O)[nH]c3ccccc32)CC1)c1ccc(F)cc1Cl
→ i | 1.0
O=C(CN1CCN(CC(=O)Nc2ccccc2Cl)CC1)NCC1(N2CCOCC2)CCCCC1
→ i | 0.4
O=C(c1cc2cc3ccc(Cl)cc3nc2o1)N1CCN(Cc2ccc3c(c2)OCO3)CC1
→ i | 0.7
CN(C(=O)c1cccc(NC(=O)Cc2ccc(NC(=O)C3CCCN(C(=O)C4CC4)C3)cc2)c1)C1CCCC1 (stereo not given)
→ i | 0.7
CCCN(C(=O)CSc1nnc(-c2ccncc2)n1CCC)c1c(N)n(Cc2ccccc2)c(=O)[nH]c1=O
→ i | 1.1
CC(=O)Nc1ccc(S(=O)(=O)N[C@@H](C)C(=O)OCC(=O)c2ccc(C)cc2)cc1
→ i | 0.5
O=C(NCC1CCCCC1)c1csc([C@@H]2O[C@H](CO)[C@H](O)[C@H](O)[C@H]2O)n1
→ i | 0.2
C=CC[C@H](CC(=O)NCCO)C(=O)N[C@@H](COC(=O)[C@H](CC=C)CC(=O)OC(C)(C)C)Cc1ccccc1
→ i | 0.4
COc1ccc(CNCCS(=O)(=O)NN2CCOCC2)cc1
→ i | 3.3
COC(=O)[C@]1(Cc2ccccc2)N[C@H](CN(C)C(C)=O)[C@@H]2C(=O)N(Cc3ccccc3)C(=O)[C@@H]21
→ i | 0.8
COCCNc1nc(NCCOc2ccccc2)c2sc(-c3ccccc3)cc2n1
→ i | 1.6
COc1ccccc1OCCNc1ccc(S(=O)(=O)N2CCCC2)cn1
→ i | 1.5
COc1ccc2c(c1)C(CC(C)=O)N(c1ccc(-c3cccs3)cc1)C(c1ccsc1)=C2 (stereo not given)
→ + | 5.2*
O=C(c1cccs1)c1sccc1Cc1ccccc1
→ i | 1.1
CCOC(=O)[C@]12CCC=C1N(Cc1ccco1)C(=O)[C@H](CC(=O)NCC1CCCCC1)C2
→ i | 0.7
CNC(C)C(=O)NC(C(=O)NC(C(=O)Nc1cccc2ccccc12)C(C)C)C(C)C (stereo not given)
→ i | 0.8

# Sorted by count of non-hydrogen atoms (largest number first): part of the list above.
# Each structure is followed by: Myeloid diff 2 | Myeloid diff 2 GFP+ MAC1+ %
CC(=O)Nc1ccc(S(=O)(=O)N[C@@H](C)C(=O)OCC(=O)c2ccc(C)cc2)cc1
→ i | 0.5
CCCCN(C)C(=O)c1sc(=O)n(CC(=O)c2ccccc2OC)c1C
→ i | 5.4
CN(Cc1ccccc1)C(=O)c1ncn2c1c(=O)[nH]c1cccnc12
→ i | 0.7
CC(=O)C1=CCC(c2ccco2)N(S(=O)(=O)c2ccc(C)cc2)C1 (stereo not given)
→ i | 0.6
COc1ccc(CNCCS(=O)(=O)NN2CCOCC2)cc1
→ i | 3.3
Cn1ccc2c(N3CCC3)cc3c(c21)C1CCC3O1 (stereo not given)
→ i | 0.3

# Next part
# Each structure is followed by: Myeloid diff 2 | Myeloid diff 2 GFP+ MAC1+ %
CC(C)NC(=O)Nc1ccc2c(c1)C(=O)N([C@@H](C)CO)C[C@@H](C)[C@H](CN(C)Cc1ccccc1)OCCCC[C@H](C)O2
→ i | 0.5
Cc1cccc(NC(=O)c2nc[nH]c2C(=O)NC[C@@H](C)O)c1
→ i | 0.4
COc1ccc(S(=O)(=O)N2CCCC(C(=O)N3CCN(Cc4ccccc4)CC3)C2)cc1Cl (stereo not given)
→ i | 0.9
COc1ccccc1C(=O)COC(=O)Cc1ccccc1F
→ i | 0.8
O=C(O)Cc1ccc(S(=O)(=O)N2CCCC2)s1
→ i | 1.0
CC1(C(=O)NS(=O)(=O)Cc2cccc(Cl)c2)CCN1C(=O)C1(c2ccc(Cl)cc2)CC1 (stereo not given)
→ i | 0.6
COc1ccccc1C(=O)NC(=O)COC(=O)CNC(=O)c1ccccc1F
→ i | 1.0
Cc1cccc(-c2ccc3[nH]c4c(c3c2)CCN2C[C@@H]([C@H](C)O)[C@@H](N(C)C(=O)NC3CCCCC3)C[C@@H]42)c1
→ i | 0.3
O=C(O)c1cc(S(=O)(=O)N2CCN(S(=O)(=O)c3ccc4ccccc4c3)CC2)ccc1Br
→ i | 1.0
CN1CCN(c2ccc(-c3cc(NC=O)c4ncc(-c5ccc(F)cc5)n4c3)cc2)CC1
→ + | 2.4*
COC(=O)[C@@]1(Cc2ccc(F)cc2)[C@H]2c3cc(C(=O)N4CCCC4)n(C)c3C[C@H]2CN1C(=O)c1ccccc1
→ i | 0.7
CC1CCCCC1NC(=O)C1CCC(CNS(=O)(=O)c2ccc3c(c2)C(C)(C)C(=O)N3C)CC1 (stereo not given)
→ i | 2.2
O=C(CCNC(=O)C1CCN(S(=O)(=O)c2ccc(F)cc2)CC1)NCc1ccccn1
→ i | 0.6
COc1ccc([C@H]2CC(=O)C[C@@H](CCn3cccn3)O2)cc1
→ i | 1.4
CC(CN1CCCCC1)NC(=O)c1scnc1-c1ccccc1 (stereo not given)
→ i | 1.3
CC(C)Oc1cc2ccccc2cc1CNC[C@H]1O[C@@H](n2cnc3c(N)ncnc32)[C@H](O)[C@@H]1O
→ i | 0.8
Clc1ccc2nc(-c3cccc(Br)c3)c(Cc3ccccc3)n2c1
→ i | 0.9
O=c1ccn([C@@H]2O[C@H](CNCc3cccn3-c3nccs3)[C@@H](O)[C@H]2O)c(=O)[nH]1
→ i | 1.6
C[C@@H]1CN([C@@H](C)CO)C(=O)c2cccc(NC(=O)c3ccncc3)c2O[C@@H]1CN(C)Cc1ccc(-c2ccccc2)cc1
→ i | 0.3
CCOC(=O)C1(C)CCCCCN1C(=O)c1ccc(Cl)nc1 (stereo not given)
→ i | 1.0
CC(=O)c1cccc(-c2cnc3c(NC=O)cc(-c4ccccc4F)cn23)c1
→ i | 0.7
COc1ccc(S(=O)(=O)N(C)C[C@H]2Oc3c(NC(=O)Nc4c(C)noc4C)cccc3C(=O)N([C@H](C)CO)C[C@@H]2C)cc1
→ i | 3.4
CC(=O)c1cccc(NC(=O)c2ccc(-n3cncn3)c3ccoc23)c1
→ i | 0.9
O=C(Cc1c(F)cccc1Cl)NNC(=O)c1ccc(Br)s1
→ i | 0.3
COc1cc(-c2cc(NC=O)c3ncc(-c4cccc(C(=O)N(C)C)c4)n3c2)cc(OC)c1OC
→ i | 0.8
O=C(Nc1ccccc1F)c1cc(S(=O)(=O)N2CCOCC2)ccc1N1CCOCC1
→ i | 0.3
CCC(C)C(NC(=O)c1ccccc1)C(=O)N1CCN(C(=O)c2ccccc2)CC1 (stereo not given)
→ i | 1.9
Cc1ccc(NS(=O)(=O)c2ccc(-n3cccn3)cc2)c(Cl)c1
→ i | 1.0
Nc1nc(N)c2cc(Sc3ccc(Cl)cc3)ccc2n1
→ ? | nt
CC(=O)c1cccc(NC(=O)C(C)OC(=O)CCc2nc3ccccc3c(=O)[nH]2)c1 (stereo not given)
→ i | 0.9
CC(C)COc1cccc(C(=O)Nc2cc(S(=O)(=O)N3CCOCC3)ccc2N2CCCC2)c1
→ i | 0.8
COc1cccc(CN(C)C(=O)c2ccc(NC(=O)CC3SC(N4CCCCC4)=NC3=O)cc2)c1OC (stereo not given)
→ i | 0.7
Cc1cn(CC(=O)NCc2ccc(N(C)C)cc2)c(=O)[nH]c1=O
→ i | 0.6
CC(C)Oc1ccc(CN2CCC2(C)C(=O)NCc2ccc(C(F)(F)F)cc2)cc1 (stereo not given)
→ i | 0.8
CCc1nc2ccc(C(=O)NCCCN3CCCC3=O)cn2c1N(C=O)CC
→ i | 0.9
c1cn2c(-c3ccoc3)cncc2n1
→ i | 0.4
N#Cc1ccc2c(=O)n(-c3ccccc3)sc2c1
→ i | 0.1
COC(=O)c1nc(-c2ccc(C)cc2)[nH]c1C(C)(C)C
→ i | 0.7
Cc1c(NS(=O)(=O)c2cccc(C(=O)OCC(=O)c3ccc(Cl)cc3)c2)c(=O)n(-c2ccccc2)n1C
→ i | 0.5
COc1cc(-c2cc(NC=O)c3ncc(-c4ccc(F)cc4)n3c2)cc(OC)c1OC
→ i | 0.0
O=C(c1cccc(S(=O)(=O)N2CCOCC2)c1)N1CCN(c2ncccn2)CC1
→ i | 0.6
O=C(NCC1CCCO1)c1ccc(NC(=O)c2cccc(Cl)c2)cc1 (stereo not given)
→ i | 0.5

# Bioassay records (PubChem)
